Screening data (PubChem BioAssay)
TDP1 cell CPT: DT40-hTDP1 cell growth loss with CPT; hit rate 12% among 420,000; Potency, µM (highest dose often 46.2 µM), for the others: top-dose activity change, negative = growth inhibition, actives largely listed as inhibitors; AID 686979; chicken DT40 Tdp1-/-;hTDP1 cells + 20 nM CPT, ATP luminescence, 48 h; note: nearly all actives have a fitted effect of over 55% in size
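Cell growth measured by CellTiter-Glo luminescence after a minimum 48 h, 37 C compound exposure with 20 nM CPT in Tdp1-knockout DT40 cells stably expressing hTDP1, seeded 400/well; qHTS titration format.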
FEN1 inhibitor: human FEN1 inhibition | P39748 | Recombinant FEN1 flap cleavage, fluorescence, 15 min | Potency, µM (series often up to 114 µM), for the others: at the highest dose activity change, negative = inhibition, actives largely listed as inhibitors | hit rate 0.35% among 390,000 | AID 588795; note: nearly all actives have a fitted effect of over 65% in size
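FEN1 at 10 nM preincubated with compounds 15 min at room temperature, then flap DNA substrate added at 50 nM final. Signal read at 0 and 15 min; concentration-response fitted with four-parameter Hill equation.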
KAT2A inh: blocks human GCN5L2 histone acetyltransferase; Q92830; AID 504327; hit rate 0.21% among 390,000; Potency, µM (highest dose often 58.9 µM), for the others: at the highest dose activity change, negative = inhibition, actives largely listed as inhibitors; GCN5L2 HAT assay, ThioGlo1 CoA-SH fluorescence
Target sequence (Q92830 whole entry, looked up): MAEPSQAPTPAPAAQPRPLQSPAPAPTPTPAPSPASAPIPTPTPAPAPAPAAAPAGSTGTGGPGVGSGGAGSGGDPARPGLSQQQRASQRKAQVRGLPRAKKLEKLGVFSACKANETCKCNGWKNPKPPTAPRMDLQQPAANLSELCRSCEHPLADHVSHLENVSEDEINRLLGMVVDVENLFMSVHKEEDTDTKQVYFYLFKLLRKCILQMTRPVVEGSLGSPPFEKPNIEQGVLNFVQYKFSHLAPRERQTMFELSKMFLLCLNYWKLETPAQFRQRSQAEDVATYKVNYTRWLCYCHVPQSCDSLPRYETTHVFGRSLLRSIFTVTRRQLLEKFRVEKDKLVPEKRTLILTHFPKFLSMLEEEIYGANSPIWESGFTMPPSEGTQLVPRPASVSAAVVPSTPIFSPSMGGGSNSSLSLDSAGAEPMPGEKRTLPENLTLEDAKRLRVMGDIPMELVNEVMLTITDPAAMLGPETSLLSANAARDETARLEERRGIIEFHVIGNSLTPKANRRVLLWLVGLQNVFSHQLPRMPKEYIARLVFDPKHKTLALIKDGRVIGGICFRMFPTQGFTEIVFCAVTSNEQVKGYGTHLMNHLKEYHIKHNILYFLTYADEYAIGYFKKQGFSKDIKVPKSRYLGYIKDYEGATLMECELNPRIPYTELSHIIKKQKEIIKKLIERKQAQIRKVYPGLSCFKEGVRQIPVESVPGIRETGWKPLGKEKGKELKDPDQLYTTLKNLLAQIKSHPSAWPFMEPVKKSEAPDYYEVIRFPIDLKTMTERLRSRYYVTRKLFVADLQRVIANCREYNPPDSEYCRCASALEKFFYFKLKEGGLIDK
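qHTS, 1536-well. 20nM enzyme, pH 7.5 HEPES/EDTA/Tween-20 buffer; 15 min compound preinc., RT. Start: 75uM H3(1-25), 70uM AcCoA, 50uM ThioGlo1. Read Ex340/Em540 at t=0 (autofluorescence flag) and t=20 min.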
* hit, by the source's call; ? = inconclusive; . = not tested or not shown; & = joins results of further samples. Calls come from the whole dose curve; as a rule, active = well fitted curve in the direction sought with a large enough effect; inconclusive = small, poorly fitted or top-dose-only effect, or another doubt; inactive = no such curve, though single readings can be large; an effect the other way counts as inactive or inconclusive. % is set by controls: 0 for no effect and ±100 for the full control effect; potency is the fitted concentration of half-maximal effect.

item	smiles	TDP1 cell CPT	FEN1 inhibitor	KAT2A inh
1	Cc1ccc(CSc2oc(-c3cccs3)nc2S(=O)(=O)c2ccc(C)cc2)cc1	13µM*	?	-4%
2	O=C(Nc1cccc([N+](=O)[O-])c1)Nc1ccc2c(c1)OCCO2	?	10%	3%
3	Cc1ccc(S(=O)(=O)Oc2ccccc2-c2ccccc2)cc1	16µM*	4%	.
4	COc1ccc(-c2csc3ncnc(N4CCN(S(=O)(=O)c5cccc(Br)c5)CC4)c23)cc1	23µM*	-1%	-5%
5	O=C1OC(c2ccc(F)cc2)=N/C1=C\C=C/c1ccccc1	-1%	3%	-21%
6	N#C/C(=C\c1ccccc1[N+](=O)[O-])C(=O)Nc1ccc(S(N)(=O)=O)cc1	-9%	0%	-4%
7	Cc1ccc(C)c(S(=O)(=O)Nc2ccc(O)cc2)c1	?	-2%	0%
8	Cc1nc(N2CCOCC2)[nH]c(=O)c1[N+](=O)[O-]	-7%	-3%	1%
9	O=C1CCCC2=C1C(c1cccs1)Nc1ccccc1N2 (stereo unspecified)	-17%	-3%	-1%
10	C=CCC[C@@H](Cc1ccc(F)cc1)C(=O)OC[C@@H](NC(=O)[C@@H](CC=C)CC(=O)N(CCO)Cc1ccccc1)c1ccccc1	15µM*	2%	-11%
11	Cc1cc2nc(-c3ccc(SCC(=O)N4CCc5ccccc54)nc3)[nH]c2cc1C	9.2µM*	7%	-12%
12	CNC(=O)/C=C1\NC(C)(C)Cc2ccccc21	-2%	-3%	-1%
13	COc1cccc(C(=O)N(Cc2cccnc2)c2nc3c(OC)ccc(C)c3s2)c1OC	?	-6%	-8%
14	Cn1c(C(=O)NCCc2ccccc2)cc2sc(Cl)cc21	-18%	-2%	-8%
15	COc1cccc(-c2csc(N3CCN(Cc4ccccc4)CC3)n2)c1	-5%	-14%	-10%
16	COc1ccc(NC(=O)CN(C)C(=O)Cc2c(C)nc3ccccc3c2C)cc1	?	2%	-14%
17	CCc1nc(Nc2ccccc2)c2oc3ccccc3c2n1	?	-9%	?
18	CCOC(=O)C1=C(COC(=O)c2cccc(Br)c2)NC(=O)NC1C (stereo unspecified)	-26%	10%	4%
19	O=C(NCc1ccccc1)C1CCCN1S(=O)(=O)c1cccc2cccnc12 (stereo unspecified)	-4%	-1%	1%
20	CCN(CC)C(=O)c1ccccc1NC(=O)CN1C(=O)c2ccccc2C1=O	13%	-3%	-3%
21	O=C(CN1CCN(Cc2ccccc2)CC1)N1CCCc2c1c(=O)oc1ccc(O)cc21	23µM*	-15%	-2%
22	CN(C)C(CNS(=O)(=O)c1ccc(Cl)cc1)c1cccnc1 (stereo unspecified)	-2%	4%	-2%
23	CCn1c(SCC(=O)N2CCCC2)nnc1-c1ccc(N)cc1	-2%	1%	-9%
24	O=c1c(Cl)c(NCCO)ncn1-c1ccccc1	7%	0%	4%
25	CC(=O)NC(NC(=S)Nc1ccccc1Br)C(Cl)(Cl)Cl (stereo unspecified)	31%	14%	-7%
26	CC1(C)CC(=O)c2cc(OCC(=O)NCCCN3CCN(c4ccc(F)cc4)CC3)ccc2O1	11µM*	4%	-11%
27	N/C(=N\NS(=O)(=O)c1ccccc1)c1ccccn1	-7%	0%	.
28	O=C1CC(c2ccccc2)CC(O)=C1C=NCc1ccccc1Cl (stereo unspecified)	2.3µM*	-4%	-6%
29	O=c1[nH]c(Cc2ccccc2Cl)nc2ccccc12	-5%	-9%	-2%
30	COc1ccc(C(C[N+](=O)[O-])C2(c3ccc(OC)c(OC)c3)C(=O)c3ccccc3C2=O)cc1 (stereo unspecified)	?	2%	-10%
31	COC1c2ccccc2C(=O)N1CCc1ccc(Cl)cc1 (stereo unspecified)	-23%	14%	-6%
32	CCC(C(=O)OC)n1c(-c2ccccc2)nc2ccccc2c1=O (stereo unspecified)	?	-1%	-5%
33	COc1ccc(Cl)cc1NC(=O)c1cc(S(=O)(=O)N2CCCC2)cn1C	-27%	6%	?
34	O=C(O)C(c1ccccc1)C1(O)CCCCC1 (stereo unspecified)	0%	6%	0%
35	COc1ccc(N2CCN(CC(=O)Nc3cc(C)on3)CC2)cc1	-19%	-4%	0%
36	CCOc1ccc2nc(NC(=O)c3ccc(C)o3)sc2c1	?	0%	.
37	COC(=O)C(Cc1ccc(OC(=O)c2ccc(Cl)cc2)cc1)N1Cc2ccccc2C1=O (stereo unspecified)	?	-13%	-7%
38	Nn1c(SCc2ccccc2F)nnc1-c1ccccn1	-3%	-4%	3%
39	Cc1ccc(NC(=S)/N=C(\N)Nc2nc(C)c3cc(C)c(C)cc3n2)cc1C	?	-24%	-8%
40	COC(=O)c1cc(N2C(=O)C3C4C=CC(CC4)C3C2=O)ccc1Cl (stereo unspecified)	0%	10%	-28%
41	O=C(CCN1C(=O)[C@@H]2Cc3ccccc3CN2C1=O)NCCc1ccccc1	-1%	-4%	-23%
42	CNC(=S)N/N=C/c1cc(C)ccc1C	?	-16%	-8%
43	N#Cc1cccc(CS(=O)(=O)c2ccc(Cl)cc2)c1	-6%	-2%	2%
44	COC(=O)[C@@](C)(O)C1(C(=O)SC(C)(C)C)CC1	-12%	13%	.
45	Cc1nn(-c2ccc(N3CCCC3)nn2)c(C)c1CCC(=O)N1CCN(c2ccc(F)cc2)CC1	15µM*	4%	3%
46	Cc1cc(C)cc(NC(=O)c2cccc(NC(=O)c3ccco3)c2)c1	?	-17%	.
47	O=C1C2C(c3ccccc3)=NN(c3ccccc3)C2C(=O)N1c1ccccc1 (stereo unspecified)	-7%	15%	-29%
48	CCc1ccccc1NC(=O)CCS(=O)(=O)c1ccc(C)cc1	-9%	4%	-4%
49	O=C1CCCN1c1ncc(S(=O)(=O)c2ccc([N+](=O)[O-])cc2)s1	?	-7%	1%
50	COc1cc(NC(=O)CSc2nnc3c(C)cc4cc(C)cc(C)c4n23)c(C(=O)O)cc1OC	10%	1%	-1%

Other results follow:
item	smiles	TDP1 cell CPT	FEN1 inhibitor	KAT2A inh
51	Cc1nc(Cc2nnc(SCC(=O)N3CCN(c4ccc(O)cc4)CC3)o2)cs1	?	-1%	-11%
52	COc1ccc(-c2cc(C(=O)N/N=C/c3cccnc3)c3ccccc3n2)c(OC)c1	?	1%	.
53	Cc1nn(-c2ccccc2)c2c1cc1c(=O)[nH]c(=O)nc-1n2-c1cccc(Cl)c1	9%	-3%	-1%
54	O=C(CNC(=O)OCc1ccccc1)NCC(=O)N1CCCC1C(=O)OCc1ccccc1 (stereo unspecified)	?	7%	1%
55	Cc1cc(OCc2nc(-c3cccs3)no2)cc(C)c1Cl	2%	10%	-25%
56	CC1CN(C(C)C(=O)NNC(=O)c2ccc(F)cc2)CC(C)O1 (stereo unspecified)	5%	-16%	-9%
57	O=S(=O)(NCCc1ccncc1)c1ccc(Br)cc1	-7%	-16%	-13%
58	Cc1ccc(OCC(=O)N2CCN(C3=NS(=O)(=O)c4ccccc43)CC2)cc1	2%	-6%	-6%
59	COc1ccc(-c2nn(C)c3sc(C(=O)NCc4ccco4)cc23)cc1OC	?	16%	-8%
60	O=c1c2c([nH]c3ccccc13)CCC2	-7%	-13%	-2%
61	CC1CCC(NC(=O)CCN2C(=O)C3C4C=CC(C4)C3C2=O)CC1 (stereo unspecified)	-4%	-5%	-4%
62	O=C(Nc1nnc(S(=O)(=O)N2CCCCC2)s1)c1ccccc1Br	?	16%&0%	?
63	O=C(Nc1ccc(Cl)cn1)c1cc(S(=O)(=O)N2CCCCC2)ccc1Cl	?	-6%	0%
64	Clc1cccc(OCCOCCN2CCNCC2)c1Cl	-18%	-1%	.
65	O=C(Nc1nnc(SCc2ccccc2)s1)c1cc2c(s1)CCCC2	-1%	-5%	-3%
66	Cc1cccc(/C=C(\C(=O)O)c2ccc(S(=O)(=O)N3CCCC3)s2)c1	-16%	1%	?
67	COC(=O)c1c(NC(=O)C(C)(C)C)csc1C	-3%	-4%	0%
68	Cc1nc2ccc(Br)cn2c(=O)c1Cl	-24%	-5%	-2%
69	CCN1CCSc2ccc(C(=O)NCc3ccc(OC)cc3)cc21	-65%	0%	?
70	CC(C)[C@H](NC(=O)NCc1ccc(Cl)cc1)C(=O)O	10%	10%	0%
71	Cc1nc2ccc(NC(=O)c3ccc([N+](=O)[O-])cc3)cc2[nH]1	?	-10%	-5%
72	Cc1cccc(NC(=O)CCCN2C(=O)C3CC=CCC3C2=O)c1 (stereo unspecified)	0%	18%	-14%
73	COC(=O)c1ccccc1NC(=O)CSc1n[nH]c(-c2ccncc2)n1	?	-1%	3%
74	COc1cccc(NC(=O)COc2nc3ccccc3nc2C)c1	5%	13%	-3%
75	CCOc1ncccc1C(=O)Nc1ccc(OC)c(S(=O)(=O)N2CCCCC2)c1	?	3%	-15%

Retrieved by structure from the list above, 2 records:
item	smiles	TDP1 cell CPT	FEN1 inhibitor	KAT2A inh
64	Clc1cccc(OCCOCCN2CCNCC2)c1Cl	-18%	-1%	.
69	CCN1CCSc2ccc(C(=O)NCc3ccc(OC)cc3)cc21	-65%	0%	?

The results go on:
item	smiles	TDP1 cell CPT	FEN1 inhibitor	KAT2A inh
76	COC(=O)N1CCC2(CCN(Cc3ccc(C#N)cc3)CC2)CC1	1.6µM*	.	-6%
77	COc1ccc2oc(C(=O)OCC(=O)N(Cc3ccccc3)C(C)C)c(C)c2c1	?	-12%	-5%
78	CCC(=O)Nc1ccc(C(=O)COC(=O)c2nc3nccc(C)n3n2)cc1	-23%	?	?
79	CCCCc1nc(C(N)=O)c2[nH]c(=O)n(-c3ccc(OC)c(OC)c3)c2n1	-9%	-13%	1%
80	CC1CCN(c2c(NCC3CCC(C(=O)NC4CCCCCC4)CC3)c(=O)c2=O)CC1 (stereo unspecified)	-11%	-1%	3%
81	CCOC(=O)N1CCC(N2C(=O)c3ccccc3C2Nc2cc(Cl)c(OC)cc2OC)CC1 (stereo unspecified)	?	-12%	2%
82	COC(=O)Cn1c2nc3ccccc3nc2c2cccc(C)c21	-17%	-4%	-7%
83	Cc1nnc2ccc(-c3ccc(NS(=O)(=O)c4ccc(F)cc4F)cc3)nn12	-11%	-8%	-1%
84	O=S(=O)(CCc1nc2ccccc2[nH]1)c1ccc(Cl)cc1	-1%	4%	-6%
85	Cc1nc2ccccc2c(=O)n1NC(=O)Cc1ccc([N+](=O)[O-])cc1	3%	6%	-7%
86	CCOc1ccc(NC(=O)CN(C)C(=O)CC2CC3CCC2C3)cc1OCC (stereo unspecified)	-23%	0%	-2%
87	Cc1ccnc(NC(=O)Nc2cccc(F)c2)n1	?	14%	-6%
88	CCn1nccc1C(=O)Nc1cccc(C)c1C	13%	-9%	-13%
89	CC(=O)NCCc1ccc(S(=O)(=O)Nc2ccc3c(c2)OCCO3)cc1	10%	5%	.
90	Clc1cccc(N/N=C/c2ccncc2)c1	-24%	-5%	-2%
91	O=C(CSc1cccc2cccnc12)N/N=C/c1ccc(F)cc1	-8%	1%	-8%
92	COc1cccc(C(=O)N2CCN(Cc3cn[nH]c3-c3ccc(F)cc3F)CC2)c1	?	2%	-13%
93	Cc1ccc2nc(NCCNC(=O)c3ccccc3)c(C#N)cc2c1	-21%	-10%	1%
94	Cc1ccc(C(=O)NCC(=O)OCc2c(F)cccc2Cl)cc1	-18%	14%	-4%
95	Cc1nn(-c2ccccc2)c2c1C(c1ccc([N+](=O)[O-])cc1)C(C#N)=C(N)O2 (stereo unspecified)	15µM*	-18%	-5%
96	COc1ccccc1OCCCn1c(C2CC(=O)N(c3ccc(F)cc3)C2)nc2ccccc21 (stereo unspecified)	?	15%	-3%
97	COc1ccc(N2CCN(C(=O)c3cccc(N4C(=O)C5CC=CC(C)C5C4=O)c3)CC2)cc1 (stereo unspecified)	-10%	15%	-1%
98	COc1ccc(OC)c2sc(N3CCN(C(=O)c4ccc([N+](=O)[O-])s4)CC3)nc12	?	5%	-28%

Three compounds out of the list, arranged by number of heavy atoms, descending.
item	smiles	TDP1 cell CPT	FEN1 inhibitor	KAT2A inh
80	CC1CCN(c2c(NCC3CCC(C(=O)NC4CCCCCC4)CC3)c(=O)c2=O)CC1 (stereo unspecified)	-11%	-1%	3%
77	COc1ccc2oc(C(=O)OCC(=O)N(Cc3ccccc3)C(C)C)c(C)c2c1	?	-12%	-5%
76	COC(=O)N1CCC2(CCN(Cc3ccc(C#N)cc3)CC2)CC1	1.6µM*	.	-6%

Profiles, looked up by structure:
Cc1nnc2ccc(-c3ccc(NS(=O)(=O)c4ccc(F)cc4F)cc3)nn12 in the list: TDP1 cell CPT = -11%; FEN1 inhibitor = -8%; KAT2A inh = -1%
CCOc1ccc(NC(=O)CN(C)C(=O)CC2CC3CCC2C3)cc1OCC (stereo unspecified) in the list: TDP1 cell CPT = -23%; FEN1 inhibitor = 0%; KAT2A inh = -2%
Cc1ccc(C(=O)NCC(=O)OCc2c(F)cccc2Cl)cc1 in the list: TDP1 cell CPT = -18%; FEN1 inhibitor = 14%; KAT2A inh = -4%

Not all compounds are listed; the hit share may differ from the screen's.
